# Screening results (PubChem BioAssay)
# Peg3 imprint: inducers of genomic imprint erasure in mouse ES cells. Potency, µM (series often up to 60.7 µM), without a hit: top-dose activity change, positive = activation, actives largely listed as activators. actives 0.02% (n = 110,000). mouse ES Peg3-LacZ reporter, beta-gal luminescence, 40 h;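 also: 0% = negative control wells on the plate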
#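 Each well holds 300 Peg3LacZ-Neo (maternal) female ES cells incubated 40 h at 37C, 5% CO2. LacZ is measured by BetaGlo luminescence, with AC50 and maximum efficacy derived from dose-response curves.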
# p53ts 39C tox: cytotoxicity in p53ts cells at nonpermissive temperature; H1299-p53A138V viability at 39C, ATP luminescence, 24 h; Potency, µM (top dose mostly 46.1 µM), without a hit: at the highest dose activity change, negative = cell killing, actives largely listed as cytotoxic; actives 1.5% (n = 130,000); also: nearly all actives have a fitted effect of over 55% in size
# p53ts 32C tox: p53ts cell cytotoxicity, permissive temperature | H1299-p53A138V at 32C, ATP luminescence viability, 24 h | Potency, µM (highest dose often 46.1 µM), inactives show top-dose activity change, negative = cytotoxicity, most hits filed as cytotoxic | actives 0.93% (n = 130,000);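 also: 0% = DMSO and -100% = full killing by reference compound; nearly all actives have a fitted effect of over 55% in size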
#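 H1299-p53 A138V cells (temperature-sensitive p53) exposed 24 h to up to 46 uM compound at 32C, where p53 is wild-type in conformation. Viability read as ATP luminescence and normalised to DMSO and 100 uM tamoxifen. AC50 fitted with the Hill equation.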
# IkB sig inh: inhibitors of IkB signaling in ABC-DLBCL cells. ABC-DLBCL IkBa-CBG/CBR dual luciferase ratio, 4 h; response scale: scaled: untreated 0%, proteasome inhibitor 100%. Potency, µM (top dose mostly 57.1 µM), inactives show top-dose IkBa stabilization activation. actives 0.04% (n = 110,000). AID 445; active = well fitted curve in the direction sought with a large enough effect in the signal ratio, not every such curve was filed as active; inconclusive = small, poorly fitted or top-dose-only effect, or a change in a side signal; the % refers to the signal ratio;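 also: the direction sought is a rising ratio; 0% = basal untreated cells and 100% = reference inhibitor full response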
#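 Luminescence ratio of IκBα-fused green versus native red beetle luciferase in OCI-Ly3 cells, 4 h post-doxycycline with compound; red signal alone, scaled from basal (0%) to zero light (-100%), flagged nonspecific or cytotoxic effects.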
# Active calls of the source: *; ? = inconclusive; nt = no result given; & = joins results of further samples; [ ] = remark or other dose. Unless noted, calls follow the shape of the dose curve; as a rule, active = well fitted curve in the direction sought with a large enough effect; inconclusive = small, poorly fitted or top-dose-only effect, or another doubt; inactive = no such curve, though single readings can be large; an effect the other way counts as inactive or inconclusive. Unless noted, % is scaled to controls: 0 for no effect and ±100 for the full control effect; potency is read from the fitted curve at half-maximal effect.
SMILES,Peg3 imprint,p53ts 39C tox,p53ts 32C tox,IkB sig inh
COCCCNC(=O)C1CCCN(S(=O)(=O)c2ccc(C)cc2)C1 (configuration not stated),nt,9%,-2%,nt
O=C(NCCCCC(NC(=O)C1CCCCC1)C(=O)O)c1ccccc1 (configuration not stated),-11%,10%,9%,2.1%
COc1ccc(N2CC(O)=C(c3nc4ccccc4s3)C2=N)c(OC)c1,-19%,0%,-2%,4.1%
CCOC(=O)c1ccccc1NC(=O)c1cncc(Br)c1,5%,4%,4%,-0.7%
Cn1c(=O)cc(SCC(=O)NCCCN2CCOCC2)c2ccccc21,-11%,1%,2%,0.0%
Cc1cn2c(=O)cc(COc3cc(C)c(Cl)c(C)c3)nc2s1,20%[10.9 µM],-3%,-7%,-1.6%
CCOc1ccccc1C1CC(c2ccc(F)cc2)Nc2nc(N)nn21 (configuration not stated),0%,-3%,0%,-2.0%
Cc1ccc2cc3cc(C(=O)NCc4ccco4)oc3nc2c1,-27%,-8%,16%,0.9%
CCOc1ccccc1C(=O)N(Cc1ccccc1F)C1CCS(=O)(=O)C1 (configuration not stated),-8%[10.9 µM],12%,12%,0.4%
COc1cc(C(=O)N2CCN(c3cccc(C)c3C)CC2)cc(OC)c1OC,-21%,2%,-21%,?
CCCNC(=O)CCC(=O)N1Cc2cccc(OC)c2Oc2ncccc21,-9%[10.9 µM],13%,6%,-1.2%
CN(C(=O)c1ccc2c(c1)OCO2)C1(C(=O)NC2CCCCC2)CCCCC1,22%,-6%,-4%,0.2%
Cc1cccc(NC(=O)c2ccc(Cn3nc(N4CCN(c5ccccc5)CC4)ccc3=O)o2)c1C,-14%[10.9 µM],-11%,19%,?
O=C(NCc1ccc2c(c1)OCO2)c1cccc(S(=O)(=O)N2CCCCC2)c1,-23%,10%,16%,6.2%
COc1cc(C(=O)O)cc(Br)c1OC1CCCC1,-12%,15%,10%,-2.0%
O=S(=O)(NCc1cccc(Br)c1)c1ccc(-c2cc(C(F)(F)F)on2)s1,11%[10.9 µM],7%,-5%,-0.6%
CC(=O)Nc1ccc(OCC(O)CN2CCN(c3ccccc3Cl)CC2)cc1 (configuration not stated),nt,-6%,-7%,nt
CCOC(=O)CCNC(=O)Nc1ccc2nc(C)n(Cc3ccc(Cl)cc3)c(=O)c2c1,-9%,-21%,4%,?
COc1ccc(Cc2nc(-c3ccc(Cl)cc3)no2)cc1,-5%,13%,5%,-2.7%
Cc1ccccc1-c1noc(CSc2nnc(Cc3ccccc3)n2-c2ccc(F)cc2)n1,-9%[10.9 µM],-23%,4%,?
NC(=O)c1cccc(S(=O)(=O)N2CCCCC2)c1,-5%,7%,-7%,0.6%
Cc1nn(C(C)C(=O)N2CCc3ccccc3C2)c(=O)c2cc3occc3n12 (configuration not stated),-8%,1%,3%,2.6%
COc1cc(-c2nnc(SCCOc3ccc(C)c(Cl)c3)o2)cc(OC)c1OC,-9%[10.9 µM],-7%,19%,-2.0%
Cc1ccc(CNC(=O)c2cn(C)c3ccc(S(=O)(=O)N(C)C4CCCCC4)cc3c2=O)cc1,3%[10.9 µM],1%,8%,-0.7%
Cc1cc2c(N=O)c(NO)ccc2[nH]1,-34%[inhibitor],?,-25%,15%

# Compounds from the list above containing a COOH group:
SMILES,Peg3 imprint,p53ts 39C tox,p53ts 32C tox,IkB sig inh
O=C(NCCCCC(NC(=O)C1CCCCC1)C(=O)O)c1ccccc1 (configuration not stated),-11%,10%,9%,2.1%
COc1cc(C(=O)O)cc(Br)c1OC1CCCC1,-12%,15%,10%,-2.0%

# 3 entries from above, sorted by length of the SMILES, ascending:
SMILES,Peg3 imprint,p53ts 39C tox,p53ts 32C tox,IkB sig inh
COCCCNC(=O)C1CCCN(S(=O)(=O)c2ccc(C)cc2)C1 (configuration not stated),nt,9%,-2%,nt
CC(=O)Nc1ccc(OCC(O)CN2CCN(c3ccccc3Cl)CC2)cc1 (configuration not stated),nt,-6%,-7%,nt
CCOC(=O)CCNC(=O)Nc1ccc2nc(C)n(Cc3ccc(Cl)cc3)c(=O)c2c1,-9%,-21%,4%,?

# Entries of single compounds from above. Order of values: Peg3 imprint	p53ts 39C tox	p53ts 32C tox	IkB sig inh
# `COc1ccc(N2CC(O)=C(c3nc4ccccc4s3)C2=N)c(OC)c1` is entered as -19%	0%	-2%	4.1%
# `Cc1ccc(CNC(=O)c2cn(C)c3ccc(S(=O)(=O)N(C)C4CCCCC4)cc3c2=O)cc1` is entered as 3%[10.9 µM]	1%	8%	-0.7%
# `Cc1cc2c(N=O)c(NO)ccc2[nH]1` is entered as -34%[inhibitor]	?	-25%	15%
# `COc1cc(C(=O)O)cc(Br)c1OC1CCCC1` is entered as -12%	15%	10%	-2.0%
# `CCOC(=O)c1ccccc1NC(=O)c1cncc(Br)c1` is entered as 5%	4%	4%	-0.7%

# Next part:
SMILES,Peg3 imprint,p53ts 39C tox,p53ts 32C tox,IkB sig inh
Cc1ccccc1C(=O)Nc1ccc(Br)c(C)n1,-54%[inhibitor],-10%,1%,5.4%
COCC(C)NC(=O)CCS(=O)(=O)c1nc(-c2ccc(OC)cc2)cc(C(F)(F)F)n1 (configuration not stated),-15%,?,?,?
CC(C)N(CCc1ccncc1)C(=O)Nc1ccc(Cl)c(Cl)c1,-5%,-11%,-1%,0.2%
CCOc1ccccc1N(C(=O)Cn1nnnc1-c1ccc(C)o1)C(CC)C(=O)NC(C)(C)C (configuration not stated),nt,15%,7%,-2.9%
COc1ccc(N2CCN(C(=O)c3cnc(N4CCCC4)nc3C)CC2)cc1,-10%[10.9 µM],-26%,0%,0.9%
COc1cccc(C(=O)Nc2ccccc2SCc2cc(=O)c3cccc(C)c3[nH]2)c1,-15%[10.9 µM],-7%,13%,-2.0%
CCOC(=O)c1cccc(NC(=O)Cn2ncc3c4ccccc4n(Cc4ccccc4)c3c2=O)c1,-7%[10.9 µM],?,?,2.5%
CCOc1ccc(OCC)c(NS(=O)(=O)c2c(C(=O)N3CCCCCC3)c(C)n(C)c2C)c1,-2%[10.9 µM],-12%,-2%,-1.7%
O=C(COC(=O)Cc1ccc(S(=O)(=O)N2CCCCC2)s1)Nc1ccc2c(c1)OCO2,-16%,-12%,2%,3.6%
Cc1ccc(CN2C(=O)c3ccccc3Sc3ccc(C(=O)OCc4ccco4)cc32)cc1,-7%[10.9 µM],-23%,-2%,4.1%
CCc1ccc(CNCc2cccnc2)cc1,-18%,-12%,-6%,0.0%
Cc1ccc(NC(=O)Cn2nnc(C(=O)NCc3cccs3)c2N)cc1,-9%,-2%,2%,-1.7%
CNC(=O)CSc1nnc(NC(=O)Nc2ccccc2)s1,-6%[10.9 µM],-1%,6%,-1.0%
CC(C)CCNC(=O)CN(C(=O)CCC(=O)Nc1ccccn1)c1ccc2c(c1)OCO2,0%,6%,4%,-0.6%
COc1cc(/C=C/c2nc(C#N)c(NCCc3ccccc3)o2)cc(OC)c1OC,-14%[10.9 µM],-12%,12%,0.4%
CCCCC(=O)NC1(C(F)(F)F)C(=O)Nc2c1c(=O)n(C)c(=O)n2C (configuration not stated),-5%,3%,3%,2.5%
O=C(NCCc1ccccc1)c1ccco1,nt,-13%,-13%,nt
Cc1noc(/C=C/c2ccccc2F)c1S(=O)(=O)N1CCC(C(=O)NCC(C)c2ccccc2)CC1 (configuration not stated),-8%[10.9 µM],-4%,-12%,0.9%
CCCCOc1ccccc1C1C(C(N)=O)=C(C)Nc2nnnn21 (configuration not stated),-14%,12%,11%,4.0%
Cc1csc2nc(-c3cccc(NC(=O)c4ccccc4Cl)c3)cn12,-2%[10.9 µM],?,-21%,-1.1%
Fc1ccc(CSc2ncnc3c2oc2ccccc23)cc1,-4%,-1%,2%,-2.2%
COc1ccc(C)cc1NC(=O)c1nnn(Cc2cc(C)ccc2C)c1N,-25%,-18%,-16%,5.9%
COc1ccc(CCNc2nc(SCc3cccc(Cl)c3)nc3ccccc23)cc1OC,-12%[10.9 µM],-12%,-4%,0.6%
COc1ccc(-c2nnc(SCC(=O)Nc3cc(C)on3)n2C)cc1OC,-1%,-4%,4%,-1.3%
Cn1c(-c2ccc(C(=O)c3ccccc3)s2)nc2ccccc21,-58%[inhibitor],?,?,12%

# Part of the list above, bar-delimited.
SMILES | Peg3 imprint | p53ts 39C tox | p53ts 32C tox | IkB sig inh
CCc1ccc(CNCc2cccnc2)cc1 | -18% | -12% | -6% | 0.0%
Cc1ccc(NC(=O)Cn2nnc(C(=O)NCc3cccs3)c2N)cc1 | -9% | -2% | 2% | -1.7%

# Next compounds follow.
SMILES,Peg3 imprint,p53ts 39C tox,p53ts 32C tox,IkB sig inh
CN(C)C(=O)CSc1nnc([C@H](Cc2c[nH]c3ccccc23)NC(=O)OC(C)(C)C)o1,-9%,12%,8%,-2.5%
CCCCCSc1nc2sc3c(c2c(=O)n1-c1ccc(OC)cc1)CCN(C(C)=O)C3,-21%[10.9 µM],13µM*,?,?
O=C1CC(c2ccc(S(=O)(=O)NC3CC3)cc2)CN1 (configuration not stated),-6%,-7%,-9%,-1.5%
Cc1ccc(NC(=O)Cn2c(=O)n(CCC(=O)N3CCc4ccccc4C3)c(=O)c3ccccc32)cc1,9%[10.9 µM],-3%,1%,?
COc1ccc(-c2nc3c(C#N)c[nH]n3c2NC2CCCCC2)cc1,-11%[10.9 µM],-14%,-3%,-2.2%
Cc1ccnc(NS(=O)(=O)c2ccc(N=CC3=C(O)CC(C)(C)CC3=O)cc2)n1,-16%,7%,2%,1.2%
Fc1ccc(-c2cc(C(F)(F)F)nc(NCC3CCCO3)n2)cc1 (configuration not stated),-17%,-6%,21%,0.7%
CCOC(=O)c1cnc(-n2nc(C)cc2C)nc1Nc1ccc2c(c1)OCO2,4%,1%,-2%,-2.4%
Cc1ccccc1OCCN1C(=O)c2ccccc2C1=O,nt,-9%,-4%,nt
COCCNC(=O)CCSc1nc(-c2ccc(OC)cc2)cc(C(F)(F)F)n1,-9%[10.9 µM],12%&5%,5%&4%,-0.7%
Cn1c2ccc(CC(=O)O)cc2c2cc(CC(=O)O)ccc21,2%,-6%,-11%,4.0%
COC(=O)c1c(C)oc2ccc(N(C(=O)Oc3ccccc3)S(=O)(=O)c3ccc(C(C)(C)C)cc3)cc12,-19%[10.9 µM],0%,2%,?
Cc1nn(C(C)C(=O)NCc2cccc(F)c2)c(=O)c2c1sc1ccccc12 (configuration not stated),-11%[10.9 µM],-19%,-10%,-2.0%
CCOc1c(CNCCSc2nnnn2C)cccc1OC,-9%[10.9 µM],-24%,-11%,0.5%
CC1CCCCC1NC(=O)Cn1nc(-c2ccccc2)ccc1=O (configuration not stated),-5%,4%,-7%,1.3%
O=C(c1nc2ncccn2n1)N1CCN(c2ccccc2)CC1,-16%,7%,3%,1.5%
CCn1cc(C(=O)O)c(=O)c2cc(F)c(N3CCN(S(=O)(=O)c4ccc(Br)cc4)CC3)cc21,nt,18%,-3%,nt
COc1ccccc1C(c1nnnn1CCc1ccccc1)N1CCN(c2ccccc2)CC1 (configuration not stated),2%,-16%,7%,6.9%
O=C(Cn1c(NCCCO)nc2ccccc21)c1cccc(Br)c1,-14%,6%,7%,3.2%
CCCN1C[C@H](CSC)C[C@H]2c3cccc4[nH]cc(c34)C[C@@H]21,-9%[16.8 µM],-6%[20.6 µM],-15%[20.6 µM],-0.8%[11.4 µM]
Cc1cccc(N2CCN(C(=O)c3c(C)oc4ncnc(N5CCCCC5)c34)CC2)c1C,-9%[10.9 µM],-3%,9%,?
Cc1ccc(S(=O)(=O)/C=C\C#N)cc1,-78%[inhibitor],13µM*,13µM*,?
CC(C)N1CCC2(CC1)N=C(c1ccc3c(c1)OCO3)CC(c1cc(Cl)ccc1O)N2 (configuration not stated),-31%[inhibitor],58%[activator],?,?
O=C(O)CN(CCN(CC(=O)O)CC(=O)O)CC(=O)O.[Cu],-6%[10.9 µM],10%[9.22 µM],-1%[9.22 µM],0.4%[11.4 µM]
Cc1nn2c3ccccc3nc2n(C)c1=O,-7%,0%,6%,0.5%
NS(=O)(=O)c1ccc(CCNc2cc(=O)n(Cc3ccc(F)cc3)c(=O)[nH]2)cc1,-6%,10%,2%,0.7%
COc1ccc(CNC(=O)CN(c2ccc(C)cc2)S(=O)(=O)c2c(C)noc2C)cc1,11%[10.9 µM],23%,3%,1.8%
CC(=O)CC(=O)Nc1ccccc1NC(C)=O,-1%,3%,-1%,1.0%
Cc1ccc(NS(=O)(=O)c2ccc3nc(-c4ccccc4)[nH]c3c2)c(Br)c1,-8%[10.9 µM],-29%,-3%,?
